High-throughput results from PubChem BioAssay.
GPR7 antag = antagonists of human GPR7 (neuropeptides B/W receptor 1); P48145; GPR7-expressing cells, fluorescence antagonist assay; inhibition, % at 4.4 µM; 290,000 compounds, 1.1% hits; AID 1861; in the data active = inhibition above about 16%, passing the limit was not always enough;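 note: cells stimulated with the agonist NPW; 0% = agonist with vehicle and 100% = vehicle without agonist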
Target sequence (P48145 whole entry, looked up): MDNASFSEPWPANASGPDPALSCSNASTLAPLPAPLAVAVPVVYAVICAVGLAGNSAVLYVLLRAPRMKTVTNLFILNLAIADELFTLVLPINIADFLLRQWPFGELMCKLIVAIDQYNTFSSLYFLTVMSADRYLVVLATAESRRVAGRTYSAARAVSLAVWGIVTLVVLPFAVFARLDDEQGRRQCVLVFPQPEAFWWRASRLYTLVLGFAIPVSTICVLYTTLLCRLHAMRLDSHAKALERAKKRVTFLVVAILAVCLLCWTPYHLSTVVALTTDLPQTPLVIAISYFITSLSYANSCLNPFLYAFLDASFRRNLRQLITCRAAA
M1 ag parental = nonselective activator or artifact in parental CHO-K1 cells. Fluo-8 calcium fluorescence; scaled to maximal ATP response, vehicle zero. activation, % at 3 µM. 360,000 compounds, 0.48% hits; in the data active = activation above about 15%;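 note: untransfected CHO-K1 host cells lacking M1 receptor as counterscreen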
CHO parental Ca = counter-screen: ATP calcium response change in parental CHO cells; parental CHO-K1, ATP-induced calcium, Fluo-8 fluorescence; inhibition, % at 5.6 µM; 330,000 compounds, 0.63% hits; AID 463079;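 active = inhibition above that plate's mean sample inhibition plus 3 SD, cut at about 26% in these data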;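 note: 0% = ATP-challenged DMSO wells and 100% = DMSO wells without ATP; some compounds past the cut are filed as inactive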
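Assay system: untransfected parental CHO cell line. Also added: ATP agonist challenge. Dosing: one dose, 5.6 µM nominal. Measured by: Fluo-8 fluorescence. Read-out: % inhibition. Benchmarks: ATP wells versus no-ATP DMSO wells. Repeats: no replicates.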
M1 PAM parental = M1 PAM counterscreen hit in parental CHO-K1 cells. 360,000 compounds, 0.02% hits. ATP EC20, Fluo-8 calcium fluorescence; 0% at ATP EC20, 100% at ATP max. activation, % at 3 µM;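 active = activation above the run cutoff, the mean activation of all test compounds plus 3 SD, cut at about 40% in these data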;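 note: peak over basal fluorescence ratio in a 140 s read after ATP addition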
CHO-K1 Ca antag = counter-screen for M1 antagonists: effect in parental CHO-K1 cells; AID 602250; 360,000 compounds, 0.6% hits; inhibition, % at 3 µM; ATP-induced calcium, Fluo-8 fluorescence;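 active = inhibition above a per-plate cutoff, the plate's mean sample inhibition plus 3 SD, cut at about 24% in these data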;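 note: 0% = DMSO plus EC80 ATP and 100% = DMSO alone without ATP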
OXTR agonist = agonists of human oxytocin receptor. P30559. CHO-OTR cells, Fluo-8 calcium fluorescence; normalized: DMSO 0%, oxytocin 100%. activation, % at 3 µM. 320,000 compounds, 0.32% hits;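 active = activation above the mean of all tested compounds plus 3 SD, cutoff set per screening run, cut at about 20% in these data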;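 note: peak over basal fluorescence ratio from a 100 s FLIPR kinetic read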
Target sequence (P30559 whole entry, looked up): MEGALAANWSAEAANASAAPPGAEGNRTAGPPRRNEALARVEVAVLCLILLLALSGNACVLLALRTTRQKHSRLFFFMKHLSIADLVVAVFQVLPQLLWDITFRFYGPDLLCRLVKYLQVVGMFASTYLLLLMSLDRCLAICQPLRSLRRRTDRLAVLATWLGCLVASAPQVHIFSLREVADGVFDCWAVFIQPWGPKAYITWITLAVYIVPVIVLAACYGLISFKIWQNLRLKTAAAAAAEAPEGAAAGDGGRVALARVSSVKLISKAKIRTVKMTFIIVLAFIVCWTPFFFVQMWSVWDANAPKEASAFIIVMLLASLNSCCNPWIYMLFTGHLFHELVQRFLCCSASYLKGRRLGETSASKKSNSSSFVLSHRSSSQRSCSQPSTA
V1aR counter = V1a receptor agonism, counter-screen for OXTR agonists | 320,000 compounds, 0.25% hits | activation, % at 3 µM | CHO-V1R cells, Fluo-8 calcium fluorescence, agonist mode; 0% DMSO, 100% 3 nM vasopressin;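 active = activation above the mean activation of all tested compounds plus 3 SD, per screening run, cut at about 20% in these data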;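 note: signal is peak over basal fluorescence ratio across a 100 second FLIPR read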
TAAR1 antag = antagonists of human TAAR1; AID 624466; 360,000 compounds, 1.5% hits; CHO RD-HGA16 TAAR1, Fluo-8 calcium fluorescence, antagonist; inhibition, % at 3 µM;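 active = inhibition above a per-plate cutoff, the mean inhibition of test compounds on that plate plus 3 SD, cut at about 49% in these data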;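 note: 0% = DMSO plus EC80 beta-PEA response and 100% = DMSO alone without agonist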
Target sequence (Q96RJ0 whole entry, looked up): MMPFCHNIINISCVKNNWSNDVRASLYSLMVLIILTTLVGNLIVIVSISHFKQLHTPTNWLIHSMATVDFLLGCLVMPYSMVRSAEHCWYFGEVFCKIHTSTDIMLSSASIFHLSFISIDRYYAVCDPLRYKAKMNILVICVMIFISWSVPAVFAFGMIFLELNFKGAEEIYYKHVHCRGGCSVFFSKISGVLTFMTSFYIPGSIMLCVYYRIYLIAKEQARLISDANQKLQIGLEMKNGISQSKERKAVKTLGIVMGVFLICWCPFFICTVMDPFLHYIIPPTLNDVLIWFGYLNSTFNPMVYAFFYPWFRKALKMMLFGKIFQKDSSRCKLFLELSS
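Material: RD-HGA16 CHO cells with stable hTAAR1 and Gα16; Dosing: single nominal final test compound concentration of 3 µM; Schedule: seeding 17-24 h prior, 75-min 37 °C, 30-min RT dye loading; Detection: kinetic Fluo-8 calcium fluorescence measurement; Measure: % inhibition from peak post-agonist over basal fluorescence ratio; Benchmarks: vehicle and agonist controls.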
OXTR potentiator = potentiators of human oxytocin receptor. P30559. CHO-OTR cells, Fluo-8 calcium fluorescence, potentiator mode; 0% = oxytocin EC15, 100% = EC100. activation, % at 3 µM. 320,000 compounds, 0.061% hits. AID 2445;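 active = activation above that plate's cutoff, the mean activation of tested compounds plus 3 SD, cut at about 6.6% in these data, passing the limit was not always enough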;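 note: 100% uses oxytocin at 75 nM as the full agonist control; some results filed as inactive read as strong as hits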
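Replication – single well per compound, singlicate · Assay system – CHO cell line stably expressing human OTR · Timing – 6 min pre-incubation, 100 s read · Measure – normalized max/min fluorescence ratio, % activation · Doses – 3.0 µM, one dose · Detection – Fluo-8 calcium dye fluorescence · Probe or stimulus – oxytocin near EC15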
The depositor's hits bear a star; / = not tested or not shown.

SMILES | GPR7 antag | M1 ag parental | CHO parental Ca | M1 PAM parental | CHO-K1 Ca antag | OXTR agonist | V1aR counter | TAAR1 antag | OXTR potentiator
O=C(CS(=O)(=O)c1ccc(Cl)cc1)Nc1nccs1 | / | 1.2 | / | 12 | -9 | / | / | -21 | /
CCOC(=O)C1(Cc2cccc(Cl)c2)CCCN(C(=O)c2cc(CC)on2)C1 (stereo unspecified) | -6 | 1.6 | -19 | 15 | -17 | -1.6 | -0.1 | -1 | -15
COc1ccccc1C(=O)NCC(=O)N1CCN(S(=O)(=O)c2ccccc2C(F)(F)F)CC1 | / | 0.3 | -18 | -5 | -14 | -0.2 | 1.3 | -9 | -7
Cc1ccc(NC(=O)COc2ccc(/C=N/NC(=O)CSCc3ccccc3)cc2)cc1 | 16 | 0.5 | 3 | 0 | -6 | -0.3 | 0.0 | 18 | -11
Cc1c(C(=O)NC2=NCCS2)oc2ccccc12 | 1 | 6.5 | -16 | -3 | 8 | -1.1 | -0.3 | 9 | 2
OCC[C@H]1C[C@@H](O)[C@H](O)[C@@]2(CCCO2)O1 | / | -0.2 | -8 | -12 | -5 | 0.3 | -0.1 | -8 | 4
O=C(N/N=C/c1cc2cc3c(cc2nc1Cl)OCO3)c1ccncc1 | -5 | 0.6 | -11 | 16 | -14 | -0.7 | 0.8 | -8 | -10
Cc1c(C(=O)N2CCCC2)nnn1-c1nonc1N | -8 | 0.9 | -6 | 25 | -2 | -0.9 | -0.4 | -2 | -4
O=C(CCN1CCc2ccccc2C1)c1ccc2c(c1)OCCO2 | 23* | 0.5 | -11 | 20 | -5 | 0.8 | 1.1 | / | 0
C/C(CCc1ccco1)=N\NC(=O)CNc1c(Br)cc(Br)cc1Br | -22 | 2.8 | -13 | 13 | -15 | -0.1 | -1.2 | -12 | -7
O=c1[nH][nH]c2c1[C@@H](c1ccc(F)cc1)O[C@H](C1CCCCC1)C2 | / | 0.1 | / | -1 | -1 | / | / | -1 | /
CCC(C)Sc1nc(C)nc2c1c(=O)n(C)c(=O)n2C (stereo unspecified) | 3 | 0.0 | -6 | 20 | -12 | -3.0 | -1.4 | 12 | 2
COc1ccc(-n2c(SCC(=O)N3CCOCC3)nc(O)cc2=O)cc1 | -8 | 0.9 | / | 8 | -10 | / | / | -8 | /
CSc1nsc2nc(=O)c(/C=C3\C=Nc4ccccc43)c(N)n12 | -16 | 1.2 | -7 | 11 | -9 | -0.3 | 1.8 | 11 | -6
Cc1onc(-c2c(Cl)cccc2Cl)c1C(=O)N1C=CC(C(F)(F)F)=NCC1 | 0 | 0.0 | -5 | 14 | -5 | 1.3 | 1.3 | 5 | 1
Cc1cc(N2CCN(c3ccccc3)CC2)n2c(n1)nc1ccccc12 | 4 | 2.0 | -21 | 15 | -3 | -1.9 | -0.7 | 16 | -8
COc1ccc(NC(=O)c2ccc(CNc3c(N4CCCC4)c(=O)c3=O)cc2)cc1Cl | -12 | -0.3 | -15 | 12 | -16 | -0.7 | -0.4 | 2 | 1
CCOC(=O)N1CCN(C(=O)c2ccc3nc4ccc(Cl)cc4c(=O)n3c2)CC1 | -21 | -0.4 | -10 | 8 | -29 | 0.6 | -0.3 | -14 | 6
COc1ccc(-c2nnc(SCC(=O)Nc3sc4c(c3C#N)CCCC4)n2-c2ccccc2)cc1 | -17 | -0.1 | -6 | 14 | -15 | -0.7 | -0.3 | -1 | -4
COc1cc(C2C(C#N)=C(N)Oc3n[nH]c(C)c32)ccc1OC(=O)c1ccccc1 (stereo unspecified) | -6 | 0.1 | -9 | -10 | -5 | 0.0 | 0.6 | 17 | -2
Cc1ccc(-c2cc(NC(=O)c3ccccc3)on2)cc1 | 3 | 2.3 | -13 | 10 | -14 | 20* | 9.6 | 13 | -18
COc1ccc(C)cc1NC(=O)CSc1nnnn1Cc1ccccc1 | 13 | 0.1 | -14 | 6 | 9 | -1.5 | -0.5 | -7 | -9
Cc1sc2ccccc2[n+]1CC(=O)O | -12 | 0.4 | -10 | 21 | -12 | 1.8 | 0.4 | -9 | -4
N#Cc1cccc(NC(=O)CSc2n[nH]c(=O)[nH]c2=O)c1 | -5 | 0.2 | 1 | 5 | -3 | 1.0 | 0.4 | -16 | -1
O=C(c1ccccc1)N1CCN(C2CCCCCC2)CC1 | -6 | 0.2 | -8 | 18 | -17 | 0.3 | 1.3 | 9 | -3
O=C(Cn1nnc2c(cnn2-c2ccc(F)cc2)c1=O)c1ccccc1F | -1 | 0.5 | -8 | 23 | -18 | 0.8 | 2.1 | 8 | -7
COCCNC(=O)C(C)Oc1ccc(Cl)cc1Cl (stereo unspecified) | -10 | -0.2 | 0 | 9 | 0 | -0.7 | 0.3 | 1 | -13
COc1ccc(C(=O)C2CCCN(C(=O)c3cc(C)on3)C2)cc1F (stereo unspecified) | -7 | 0.2 | -13 | -6 | -3 | 2.3 | 4.5 | -21 | -3
CC1(c2ccc(Cl)cc2)NC(=O)N(CN2CCOCC2)C1=O (stereo unspecified) | -3 | 0.5 | -11 | -2 | -15 | 0.3 | -0.7 | 2 | -6
COc1ccc(C/C(C)=N/NC(=O)c2cccnc2)cc1 | -4 | 1.0 | -1 | 21 | -14 | 0.7 | 0.4 | 9 | -1
CCCC(=O)n1nc(-c2cccnc2)nc1NCc1ccccc1 | 0 | 0.0 | / | 5 | -5 | / | / | -20 | /
Fc1ccccc1COc1ccc(C(=S)N2CCCC2)cc1 | -7 | 0.8 | 0 | -8 | 4 | -2.4 | 1.6 | 19 | -12
Cc1ccc(Cn2c(SC3CCOC3=O)nc3ccccc3c2=O)cc1 (stereo unspecified) | -8 | 0.3 | -19 | -1 | 3 | -1.9 | 0.5 | -19 | -9
Cc1ccccc1CSc1nc2n(n1)C(c1cccs1)C1=C(CCCC1=O)N2 (stereo unspecified) | -10 | 4.6 | -24 | 21 | -11 | -0.2 | 4.3 | 19 | -13
CC(C(=O)NCc1ccccn1)c1ccc([N+](=O)[O-])cc1 (stereo unspecified) | 4 | 1.2 | -5 | -4 | 6 | 0.9 | 2.6 | 1 | -9
COc1ccc(C2=NOC(C(=O)NC(C)C)C2)cc1 (stereo unspecified) | -3 | 0.2 | -4 | -8 | 8 | 0.5 | 0.2 | 7 | -4
COC(=O)c1ccccc1C(=O)N(Cc1cccnc1)CC1CCCN(C2CCCCC2)C1 (stereo unspecified) | 4 | -0.2 | -26 | 12 | -19 | 0.1 | 0.6 | 0 | -1
O=C(COC(=O)/C=C/c1ccc2c(c1)OCO2)Nc1ccc(S(=O)(=O)N2CCCC2)cc1 | 4 | 4.2 | -5 | 16 | -3 | 1.4 | 3.7 | 3 | -1
Cn1c(=O)cc(OCC(=O)NCCc2ccc(Cl)cc2)c2ccccc21 | 4 | 1.6 | -8 | 15 | -3 | -0.8 | -0.6 | -2 | -5
CC(=O)Oc1ccccc1C(=O)Nc1ccccc1 | / | 0.6 | -15 | 11 | -14 | 1.2 | 0.6 | 5 | 5
CC(=O)Nc1ccc(NC(=O)CSc2ccc([N+](=O)[O-])cn2)cc1 | 3 | 0.1 | -7 | 2 | 1 | 0.0 | 0.2 | -15 | -5
CCOc1cc(/C=N/OC(C)=O)ccc1OCc1ccccc1 | -14 | -0.4 | -12 | 1 | -7 | -1.9 | -0.4 | 5 | -10
Cc1cc(C)nc(N2CCCC(C(=O)Nc3cc(F)ccc3C)C2)n1 (stereo unspecified) | -8 | -0.1 | -16 | 11 | -19 | -1.3 | -0.5 | -3 | 4
CCCn1c(=S)[nH]c2cc(C(=O)N(CCO)Cc3ccccc3)ccc2c1=O | -1 | 3.8 | -9 | -1 | -13 | 0.4 | 2.7 | 8 | -8
O=C(NC(c1ccccc1)c1ccccc1)c1ccccc1 | / | -0.2 | / | 15 | -13 | / | / | -14 | /

Some of these compounds in order of the GPR7 antag value, ascending:
mol	GPR7 antag
COc1ccc(C2=NOC(C(=O)NC(C)C)C2)cc1 (stereo unspecified)	-3
CCCn1c(=S)[nH]c2cc(C(=O)N(CCO)Cc3ccccc3)ccc2c1=O	-1
CCCC(=O)n1nc(-c2cccnc2)nc1NCc1ccccc1	0

Records listed so far shown as hits in GPR7 antag:
compound | GPR7 antag
O=C(CCN1CCc2ccccc2C1)c1ccc2c(c1)OCCO2 | 23*

Going on with the list:
SMILES | GPR7 antag | M1 ag parental | CHO parental Ca | M1 PAM parental | CHO-K1 Ca antag | OXTR agonist | V1aR counter | TAAR1 antag | OXTR potentiator
COC(=O)c1sc(N2CCN(Cc3ccccc3)CC2)nc1N | 1 | 2.4 | -8 | 7 | -6 | 2.2 | 2.5 | -5 | -15
Cc1cccc(-c2cnn(-c3ccccc3)c2N)c1 | 25 | 2.0 | 1 | 10 | -15 | 1.9 | 1.2 | -7 | -4
O=C(NCCN1CCOCC1)C1CC(=O)N(c2ccc(Cl)cc2)C1 (stereo unspecified) | -8 | -0.2 | 2 | 3 | -12 | -0.6 | 0.7 | -9 | -5
CCCCN1C(=O)C2C(C(=O)Nc3cccc(OC)c3)C3C=CC2(O3)C1C(=O)NC1CCCCC1C (stereo unspecified) | -13 | 0.1 | -20 | -4 | 4 | -0.9 | -0.6 | -3 | -14
CCN(CC)S(=O)(=O)c1cc(C)c(C)cc1Br | -1 | -0.1 | -17 | 24 | -14 | -1.6 | 0.6 | 6 | -13
CC1CCN(c2ccc3nnc(CCC(=O)Nc4ccc(F)cc4)n3n2)CC1 | 12 | 0.0 | -21 | 3 | -10 | -2.7 | -1.4 | -26 | -9
Cc1[nH]c2ccccc2c1/C=N/Nc1cccc(C(=O)O)c1 | -14 | 0.3 | -12 | 0 | -2 | 0.9 | 1.6 | 2 | -8
OCC#CCSc1nnc(-c2cccc3ccccc23)o1 | / | 0.3 | -4 | -16 | 8 | 3.6 | 3.3 | -9 | -10
O=C(CN1C(=O)/C(=C/c2cccc(Br)c2)SC1=S)NCCCN1CCOCC1 | -10 | 1.7 | -18 | 12 | -9 | -0.4 | 2.2 | -19 | -8
COc1ccc(-c2ccc(=O)n(Cc3c(F)cccc3Cl)n2)cc1 | -16 | 3.1 | -28 | -9 | -4 | 1.2 | 2.3 | -17 | -12
C=CCn1c(SCc2cc(=O)n3ccsc3n2)nc2scc(C3CC3)c2c1=O | / | 1.5 | -28 | -1 | -8 | -2.2 | -0.1 | 7 | -13

Copied from the list:
COC(=O)c1sc(N2CCN(Cc3ccccc3)CC2)nc1N – TAAR1 antag = -5
C=CCn1c(SCc2cc(=O)n3ccsc3n2)nc2scc(C3CC3)c2c1=O – TAAR1 antag = 7
